hIAP activ: human IAP activation; P09923; purified human IAP, CDP-Star luminescence, 30 min; active compounds read high; 1 = vehicle-only enzyme, 0 = enzyme-free background; activation factor at 10 µM; 330,000 tested, 0.16% active; AID 2524;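 active = activation factor of the enzyme at least 2-fold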; note: the source names both 10 and 20 µM as test concentration; values of inactives mirror those of a sister screen read the other way
Target sequence (P09923 whole entry, looked up): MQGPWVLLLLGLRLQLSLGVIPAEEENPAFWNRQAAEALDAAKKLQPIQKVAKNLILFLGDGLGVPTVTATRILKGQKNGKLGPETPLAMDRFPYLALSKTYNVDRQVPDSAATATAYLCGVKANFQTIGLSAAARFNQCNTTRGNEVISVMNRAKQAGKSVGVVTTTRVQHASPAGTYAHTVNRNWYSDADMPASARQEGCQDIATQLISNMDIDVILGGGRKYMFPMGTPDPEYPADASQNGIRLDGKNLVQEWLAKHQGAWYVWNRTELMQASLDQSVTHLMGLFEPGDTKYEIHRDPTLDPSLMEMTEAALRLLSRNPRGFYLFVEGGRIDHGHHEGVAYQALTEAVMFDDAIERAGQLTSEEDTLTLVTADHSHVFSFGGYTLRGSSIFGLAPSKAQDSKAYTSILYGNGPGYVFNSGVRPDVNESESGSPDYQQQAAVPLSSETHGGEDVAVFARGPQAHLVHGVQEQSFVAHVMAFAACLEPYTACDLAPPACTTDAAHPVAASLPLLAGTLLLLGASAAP
hIAP block: human IAP inhibition | purified IAP, CDP-Star luminescence, 30 min | inhibition, % at 10 µM | 330,000 tested, 0.12% active;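 active = inhibition reaching a set limit with compound at 10 µM in the primary screen, cut at about 35% in these data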;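 note: plate controls were DMSO wells with enzyme for no effect and no-enzyme buffer wells for full effect; values of inactives mirror those of a sister screen read the other way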
tim10-1 inh: tim10-1 yeast growth inhibition; inhibition, % at 20 µM; S. cerevisiae tim10-1 ts strain growth, BacTiter-Glo, 24 h; AID 463190; 330,000 tested, 2.2% active;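 active = inhibition of at least 40%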;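 note: mutant grown at 25 °C; 0% = DMSO wells with yeast and 100% = wells holding no yeast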
Apaf-1 inh: human Apaf-1 inhibition; O14727; reconstituted apoptosome caspase-3 activity, DEVD-Rh110 fluorescence; inhibition, % at 20 µM; 330,000 tested, 0.71% active; AID 489030; active = inhibition of at least 40% at 20 µM;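 note: plate controls were DMSO wells for no effect and DEVD-CHO caspase inhibitor wells for full effect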
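System: reconstituted apoptosome with Apaf-1, cytochrome c, caspase-9, procaspase-3, dATP; Signal: Rh110 fluorescence intensity; Schedule: 30 min compound preincubation, 50 min activation, room temperature; Reagent: cytochrome c trigger plus (Z-DEVD)2-Rh110 caspase-3 substrate.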
ATG4B inhibitor: blocks human ATG4B protease cleavage of LC3 substrate | AID 504462 | 340,000 tested, 0.51% active | inhibition, % at 8.33 µM | ATG4B cleavage of LC3-PLA2, NBD-HPC fluorescence, 1 h; in the data active = inhibition above about 40%
Target sequence (Q9Y4P1 whole entry, looked up): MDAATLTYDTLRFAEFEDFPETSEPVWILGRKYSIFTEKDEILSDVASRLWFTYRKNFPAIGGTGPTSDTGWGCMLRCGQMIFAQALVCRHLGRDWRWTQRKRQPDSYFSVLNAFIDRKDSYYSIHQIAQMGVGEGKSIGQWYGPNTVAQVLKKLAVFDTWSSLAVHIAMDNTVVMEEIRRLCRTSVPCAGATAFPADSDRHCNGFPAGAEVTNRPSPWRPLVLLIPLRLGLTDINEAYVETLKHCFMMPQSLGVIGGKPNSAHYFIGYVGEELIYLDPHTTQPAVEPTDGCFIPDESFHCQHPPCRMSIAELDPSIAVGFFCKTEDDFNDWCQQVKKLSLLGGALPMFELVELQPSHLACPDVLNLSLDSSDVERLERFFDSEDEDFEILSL
NLRP3 yeast inh: blocks the NALP3 inflammasome reconstituted in yeast. Yeast reconstituted NLRP3/ASC/caspase-1, beta-gal luminescence, 24 h. inhibition, % at 10 µM. 330,000 tested, 0.39% active;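 active = inhibition of 50% or more; inactive = inhibition below 50%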;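 note: plate controls were induced DMSO wells for no effect and uninduced yeast grown without galactose for full effect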
TIM10 inh: inhibits growth of TIM10 yeast strain; AID 463195; inhibition, % at 10 µM; 330,000 tested, 1.4% active; S. cerevisiae TIM10 strain growth, BacTiter-Glo luminescence, 24 h;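 active = inhibition of 40% or more at the single tested concentration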;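 note: wild-type TIM10 isogenic control strain grown at permissive 25 °C; 0% = DMSO yeast wells and 100% = minimal medium wells without yeast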
mIAP activ: mouse IAP activation; 330,000 tested, 0.24% active; muIAP, CDP-Star luminescence, 30 min; active compounds read high; 1 = vehicle-only enzyme signal, 0 = enzyme-free wells; activation factor at 10 µM; AID 2805;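 active = activation factor of at least 2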; note: the source names both 10 and 20 µM as test concentration; values of inactives mirror those of a sister screen read the other way
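Assay system: mouse IAP enzyme; reagent: chemiluminescent substrate CDP-Star; dosing: test compounds delivered from DMSO solution; schedule: 30 min at room temperature; measured by: luminescence from enzymatic CDP-Star hydrolysis; controls: DMSO-only wells and no-enzyme negative control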
mIAP inh: mouse IAP inhibition; 330,000 tested, 0.2% active; purified mouse IAP, CDP-Star luminescence, 30 min; inhibition, % at 10 µM;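 active = inhibition of at least 40% at 10 µM in the primary screen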;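 note: plate controls were DMSO with enzyme for no effect and no enzyme wells for full effect; values of inactives mirror those of a sister screen read the other way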
* = called active by the depositor; . = no result given.

SMILES	hIAP activ	hIAP block	tim10-1 inh	Apaf-1 inh	ATG4B inhibitor	NLRP3 yeast inh	TIM10 inh	mIAP activ	mIAP inh
O=C1CSC(c2cn(-c3ccccc3)nc2-c2ccccc2)N1Cc1ccco1 (centres undefined)	0.99	1	-21	23	-10	-4	-35	1.1	-9
CCOC(=O)c1c(NC(=S)NC(=O)/C=C/c2cccs2)sc(C)c1C	0.97	3	21	9	-7	10	0	0.91	9
COc1ccc(NC(=O)CCC2CCCC2)cc1OC	1	-4	7	-4	-4	3	10	1.1	-10
Cc1nn(-c2ccccc2)c(/N=C/c2ccc(O)cc2)c1-c1ccccc1	0.88	12	24	15	20	10	20	0.83	17
CCOc1ccccc1NC(=O)c1ccc2c(=O)n3c(nc2c1)CCCCC3	1.1	-12	13	2	-7	17	12	0.94	6
N/C(=N\OC(=O)c1ccccc1)c1ccccn1	1.3	-25	24	-16	-4	13	18	0.91	9
CCOCCCNC(=O)C1CCN(S(=O)(=O)c2c(C)noc2/C=C\c2ccc(OC)cc2)CC1	1	0	26	10	4	5	7	0.98	2
Cc1nc2ccccc2nc1N/N=C/c1ccc(O)cc1	1.1	-15	13	2	-14	11	14	1	0
CCn1c(=O)c2c(nc3n2CCCN3c2cccc(C)c2)n(C)c1=O	0.88	12	6	-16	-7	4	5	1	0
COc1ccccc1N1CCN(S(=O)(=O)c2ccc(-n3cnnn3)cc2)CC1	0.92	8	-1	17	-6	16	22	1.1	-6
Cc1cn(CC2COC(C)(C)O2)c(=O)[nH]c1=O (centres undefined)	1	-2	11	-10	5	-10	-1	1	-5
CCN(CC)C(=O)[C@H]1C[C@H](CC(=O)NC/C=C(\C)CCC=C(C)C)C(=O)N2CCc3c([nH]c4ccc(Cl)cc34)[C@]12C	.	.	9	36	-1	.	2	1.1	-10
Cc1cccc(C)c1-n1cccc1/C=C1/C(=N)N2C(=NC1=O)SN=C2S(C)(=O)=O	0.92	8	28	3	89*	2	28	0.94	6
Cc1ccc(S(=O)(=O)N2CCCC(C(=O)NCc3ccc4c(c3)OCO4)C2)cc1 (centres undefined)	0.88	12	-1	2	0	18	17	1	-1
CCOC(=O)Cn1c(CN(Cc2ccccc2)Cc2ccccc2)nc2c1c(=O)n(C)c(=O)n2C	1	0	13	27	-4	10	24	1	0
Cc1cccc(NC(=O)c2cccc(N3C(=O)C4C5C=CC(C6CC56)C4C3=O)c2)c1 (centres undefined)	1.3	-25	22	11	-2	6	21	1	-4
CCn1cc(C(=O)NCC2COc3ccccc3O2)c2cc(OC)c(OC)cc2c1=O (centres undefined)	1.1	-13	3	8	-17	2	-5	1	-5
COc1ccccc1N1CCN(C2CCCN(C(=O)CCc3c(C)noc3C)C2)CC1 (centres undefined)	1.2	-16	-1	12	-2	0	8	0.93	7
O=C1C(c2ccccc2)=[N+]([O-])c2ccccc21	0.88	12	58*	85*	-17	25	55*	0.9	10
O=c1nc2ccccc2c2n1CC(CN1CCN(c3cccc(Cl)c3)CC1)N2 (centres undefined)	1.1	-13	27	16	-9	-10	4	1.1	-10
O=C(c1ccco1)N1CCN(Cc2cccnc2)CC1	1.2	-16	-2	4	-11	1	8	1	-2
COc1ccc2c(CC(=O)N[C@@H](Cc3ccccc3)C(=O)O)cc(=O)oc2c1	0.99	1	-6	-5	-1	9	9	0.94	6
COc1cc2cc(C(=O)N/N=C/c3cccc(OC)c3OC)[nH]c2cc1OC	0.91	9	17	9	-18	16	1	1	0
Cc1oc(-c2ccc(Cl)cc2)nc1CS(=O)CC(=O)NC1CCCCC1 (centres undefined)	1.2	-23	40*	12	3	-25	32	0.98	2
CN(C)c1c([N+](=O)[O-])cc2[nH]c(=O)[nH]c2c1[N+](=O)[O-]	1.3	-34	14	3	-17	9	-14	0.94	6

A second format for some results above:
Every second line gives: hIAP activ, hIAP block, tim10-1 inh, Apaf-1 inh, ATG4B inhibitor, NLRP3 yeast inh, TIM10 inh, mIAP activ, mIAP inh
N/C(=N\OC(=O)c1ccccc1)c1ccccn1
→ 1.3, -25, 24, -16, -4, 13, 18, 0.91, 9
CCn1c(=O)c2c(nc3n2CCCN3c2cccc(C)c2)n(C)c1=O
→ 0.88, 12, 6, -16, -7, 4, 5, 1, 0

Another view of part of the listing above.
canonical_smiles | hIAP activ | hIAP block | tim10-1 inh | Apaf-1 inh | ATG4B inhibitor | NLRP3 yeast inh | TIM10 inh | mIAP activ | mIAP inh
CCn1cc(C(=O)NCC2COc3ccccc3O2)c2cc(OC)c(OC)cc2c1=O (centres undefined) | 1.1 | -13 | 3 | 8 | -17 | 2 | -5 | 1 | -5
O=C1C(c2ccccc2)=[N+]([O-])c2ccccc21 | 0.88 | 12 | 58* | 85* | -17 | 25 | 55* | 0.9 | 10
CN(C)c1c([N+](=O)[O-])cc2[nH]c(=O)[nH]c2c1[N+](=O)[O-] | 1.3 | -34 | 14 | 3 | -17 | 9 | -14 | 0.94 | 6

Next structures follow:
SMILES	hIAP activ	hIAP block	tim10-1 inh	Apaf-1 inh	ATG4B inhibitor	NLRP3 yeast inh	TIM10 inh	mIAP activ	mIAP inh
COc1ccc(/C=N/n2c(SC)nnc2-c2ccccc2)cc1C	1	0	21	18	-7	20	25	0.92	8
COc1cc(Cl)c(C)cc1NC(=O)CSC	0.91	9	8	4	-3	1	0	1	-2
COc1ccc(S(=O)(=O)N2CCC(C(=O)N(CC(C)C)C3CCS(=O)(=O)C3)CC2)cc1OC (centres undefined)	0.96	4	4	3	-5	-11	1	1	0
COc1ccccc1N1C(=O)CC1(C#N)c1ccc(OCc2ccccc2)cc1 (centres undefined)	0.93	7	20	-1	7	-33	30	0.99	1
O=C(CCN1C(=O)c2ccccc2C1=O)NCc1ccncc1	1	0	12	-15	-6	5	11	0.98	2
O=C(O)CSc1ncnc2nc[nH]c12	0.88	12	12	-7	-3	10	-10	0.93	7
COc1cccc(-c2noc(Cn3nc(C)c([N+](=O)[O-])c3C)n2)c1	1.1	-6	24	11	10	18	2	0.97	3
Cc1ccccc1OCC(=O)OC(C)CN1CCN(C)CC1 (centres undefined)	0.99	1	-7	8	-11	-5	-11	1.1	-8
COc1ccc(CNC(=O)C(=O)c2cn(CC(=O)N3CCOCC3)c3ccccc23)cc1	1.2	-16	1	3	-8	8	10	1	-1
O=C(c1ccc(Br)cc1)N1CCCC1	0.95	5	1	1	-5	-3	-1	0.93	7
Fc1cc(F)cc(NC(=S)N2CCN(c3ncccn3)CC2)c1	0.84	16	32	-3	-7	18	15	0.98	2
O=C(C1CCCCC1)N1CCN(C(=O)C2CCCCC2)CC1	0.88	12	-14	-16	12	26	-6	0.93	7
COc1ccc(S(=O)(=O)Nc2ccccc2C(=O)N2CCOCC2)cc1Br	1.2	-20	4	-9	-13	20	2	1.1	-5
CCc1cc(C(=O)OC)c(NC(=O)CC2Sc3ccc(C(F)(F)F)cc3NC2=O)s1 (centres undefined)	0.99	1	20	23	5	9	-1	1.1	-12
O=C(NCCCc1ccc(F)cc1)C1CCC(=O)N(CCCN2CCCC2=O)C1 (centres undefined)	0.97	3	-12	6	2	-6	3	1	-2
Brc1ccc(-c2nc(N/N=C/c3cccnc3)c3ccccc3n2)cc1	1.1	-8	82*	10	-1	17	67*	0.92	8
Cn1cnc(Sc2ncnc3nc[nH]c23)c1[N+](=O)[O-]	1.2	-24	-17	1	-9	13	-3	0.81	18
COc1ccccc1/C=C/C(=O)OCC(=O)NC1CCCCCCC1	0.92	8	3	10	1	-1	27	0.99	1
CC(=O)Nc1ccc(NC(=O)C2CC(=O)N(c3ccc(Cl)cc3)C2)cc1 (centres undefined)	0.95	5	8	-9	-1	10	5	0.86	14
Nc1cc(N)nc(SCC(=O)Nc2ccc3c(c2)OCO3)n1	0.99	1	1	3	0	8	-25	1.1	-6
CC(C)C(NC(=O)CNC(=O)OC(C)(C)C)C(=O)NCc1ccccc1 (centres undefined)	1.2	-17	27	-6	-2	-2	6	1.1	-6
CCC(=O)NC(Nc1sc2c(c1C(=O)OC)CCCC2)(C(F)(F)F)C(F)(F)F	0.99	1	17	0	-3	23	7	1	-3
CCCCN(C(=O)c1ccc(-c2ccc(Cl)cc2)o1)c1c(N)n(CC(C)C)c(=O)[nH]c1=O	0.89	11	8	-4	-12	9	-2	1	-5
CC1Oc2ccccc2C=C1/C=N/NC(=O)[C@@H](C)NC(=O)OC(C)(C)C (some centres undefined)	1.2	-15	17	12	-2	-1	20	0.91	9
O=c1cc(CSc2ccc(Cl)cc2)nc(-c2ccncc2)[nH]1	0.86	14	5	-1	-1	8	9	0.94	6

The list continues.
SMILES	hIAP activ	hIAP block	tim10-1 inh	Apaf-1 inh	ATG4B inhibitor	NLRP3 yeast inh	TIM10 inh	mIAP activ	mIAP inh
C=CCNC(=O)CN1N=C(c2ccc(C)cc2)CCC1=O	0.86	14	-5	-2	0	18	12	0.96	4
CC(=O)c1ccc(NC(=S)N2CCCC(C(F)(F)F)C2)cc1 (centres undefined)	1	-2	6	-11	-5	11	4	0.97	3
Cc1onc(-c2ccccc2Cl)c1C(=O)Nc1nnc(-c2ccc(Cl)cc2Cl)s1	0.9	10	20	12	-4	7	0	0.95	5
Cc1[nH]n(-c2ccc([N+](=O)[O-])cc2)c(=O)c1/C=N/N1CCOCC1	1	-4	25	44*	0	-2	7	0.99	1
O=C(/C=C/c1ccco1)Nc1sc2c(c1C(=O)O)CCC2	0.97	3	-6	3	-2	6	7	0.75	25
CCCCN(C(=O)C1CCCC1)C1CCS(=O)(=O)C1 (centres undefined)	1	0	3	1	0	7	16	0.92	8
COc1ccc(CN2CCN(CCCc3ccccc3)CC2)c(OC)c1	1	-1	-9	-8	.	14	-13	0.88	12
COc1ccc(-c2cc(C)no2)cc1S(=O)(=O)NCc1cccc(C)c1	1.2	-21	12	1	-2	15	-7	1.1	-6
Cc1cc(C)c(S(=O)(=O)Nc2ccc(O)cc2)cc1C	1.1	-7	22	3	-5	19	3	0.99	1
O=C1OC2(CCCCC2)OC(=O)C1=CNc1nccs1	0.99	1	17	-1	-12	7	16	0.94	6
CSc1nsc(SCC(=O)Nc2c(C)n(C)n(-c3ccccc3)c2=O)n1	1.3	-27	9	6	-6	11	2	0.8	20
COCCCNC(=S)N(Cc1cccnc1)Cc1ccc(OC)c(OC)c1	1.1	-8	-7	-4	1	13	-9	1.1	-6
Cc1cc(/C=C2\SC(=O)N(C)C2=O)c(C)n1-c1ccc(O)cc1	0.98	2	14	71*	-2	13	19	0.9	10
O=C(NC1(Cc2ccc(O)cc2)CCCCC1)c1ccccc1	1.1	-11	15	-11	1	16	1	1	-3
CN(C)CCCNC(=O)c1ccc(-c2cc(O)c3ncccc3c2)cc1	1.4	-42	4	-5	-5	26	-26	1.1	-10
CCN(C(=O)COC(=O)c1cc(S(=O)(=O)N(C)C)ccc1Cl)C1CCS(=O)(=O)C1 (centres undefined)	1.1	-5	-27	-2	-3	4	5	0.99	0
COc1ccc(CC(=O)N2CCN(C(=O)Cc3ccc(OC)cc3)CC2)cc1	0.88	12	21	-6	-15	0	11	1	-2
COc1ccc(CCNC(=O)COC(=O)c2cc3ccccc3oc2=O)cc1OC	0.89	11	18	-6	-6	11	16	1.1	-7
CCOC(=O)c1ccc[n+](CC(=O)c2ccc(NC(=O)c3ccccc3)cc2)c1	1.1	-8	12	12	9	10	6	1	-1
CC(C)C(OC(=O)c1cccc(S(=O)(=O)NCC(F)(F)F)c1)C(=O)NC(N)=O (centres undefined)	1	-3	-1	-1	1	-3	4	1	-1
Cc1ccc2c(c1)N(CC(=O)NC1CCCC1)C(=O)CO2	1	-3	2	10	-7	-1	-10	1	0
Cc1ccc(N=C(NOCc2ccc(Cl)cc2Cl)c2nonc2N)c(C)c1	1.3	-30	23	20	12	4	6	0.99	1

Screening data as filed in PubChem.
